# KLF5 inh: KLF5 expression inhibitors, primary screen, DLD-1 cells, luminescence. 0.23% of 290,000 active. inhibition, % at 5 µM. DLD-1 KLF5 promoter-luciferase reporter;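 active means inhibition above a per-plate limit of that plate's mean compound inhibition plus 3 SD, cut at about 60% in these data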;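 further: 0% = DMSO wells and 100% = LY294002 at 200 µM; higher means less KLF5 promoter-driven luciferase light; inactives centre near -14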
# aSyn UTR inh: MLPCN primary screen, SNCA 5' untranslated region; 0.82% of 300,000 active; inhibition, % (tested at 7.5 µM); alpha-synuclein 5'UTR reporter, inhibitor activity; in the data active means inhibition above about 60%; inconclusive means no clear call, values can overlap the other calls;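 further: H4 neuroglioblastoma cells stably carrying SNCA 5'UTR luciferase fusion; 0% = DMSO wells and 100% = positive control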
# DYRK1A inh: rat Dyrk1A kinase inhibitors, primary screen, biochemical, single point, plate reader | 0.43% of 310,000 active | ADP-Glo luminescence, NFATc1 peptide | inhibition, % at 12.5 µM | Dual specificity tyrosine-phosphorylation-regulated kinase 1A (Rattus norvegicus), Q63470; in the data active means inhibition above about 50%;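 further: plate controls were vehicle with enzyme for no effect and no enzyme for full effect; many of its hits are not listed in these tables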
# HSF1 inhib: HSF1 inhibitors in luciferase reporter cells, primary screen, cell-based, NIH3T3, luminescence. 0.77% of 300,000 active. AID 2098, 2009. activity change, negative = inhibition, % at 7.5 µM (by protocol). NIH3T3-HGL HSE-luciferase, MG132-induced, luminescence 8 h; hits give low values;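 active means more than half of replicate wells show activity change below -50%, luminescence cut by over half; inconclusive means some wells, but at most half, below -50%; inactive means no replicate well below -50%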;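 further: luciferase reports HSF-1 transcriptional activity via heat shock element; 0% = median of DMSO wells and -100% = zero luminescence signal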
# Platelet DG rel: inhibitors of platelet dense granule secretion, primary screen, cell-based, MLPCN, human platelets; 0.22% of 300,000 active; AID 1663, 2009; human platelet-rich plasma, SFLLRN dense granule ATP release, luminescence; inhibition, %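 (compounds screened at 7.5 µM in platelet-rich plasma)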;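 active means mean replicate score, as percent of positive control, at or above 50; inconclusive means mean below 50 but at least one replicate at or above 50; inactive means mean and every replicate below 50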
# GSK3A inh: blockers of GSK3A enzyme activity – biochemical, luminescence, cell-free homogeneous, HTS, primary screen; 0.1% of 320,000 active; AID 2650, 2010; GSK-3 alpha kinase, ADP-Glo luminescence, 60 min; inhibition, % at 10 µM;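 in the data active means inhibition above about 50%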;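 further: GST-tagged GSK-3 alpha with peptide substrate and 25 µM ATP; 0% = DMSO neutral wells and 100% = GW8510 positive control wells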
# Target sequence (P49840 whole entry, looked up): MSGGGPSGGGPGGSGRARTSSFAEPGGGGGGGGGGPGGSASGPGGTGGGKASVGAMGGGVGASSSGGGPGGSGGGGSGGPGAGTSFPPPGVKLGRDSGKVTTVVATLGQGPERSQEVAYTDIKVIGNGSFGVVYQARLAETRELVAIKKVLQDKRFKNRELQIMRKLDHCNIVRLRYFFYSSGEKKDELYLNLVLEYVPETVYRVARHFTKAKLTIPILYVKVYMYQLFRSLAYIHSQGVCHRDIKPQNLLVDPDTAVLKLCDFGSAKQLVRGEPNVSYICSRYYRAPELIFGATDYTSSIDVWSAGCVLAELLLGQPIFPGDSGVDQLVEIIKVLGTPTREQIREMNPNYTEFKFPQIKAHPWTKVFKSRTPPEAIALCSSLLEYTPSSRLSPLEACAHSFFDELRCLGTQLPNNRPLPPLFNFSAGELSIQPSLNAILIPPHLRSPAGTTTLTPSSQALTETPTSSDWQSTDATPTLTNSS
# HSP90 refold inh: HSP90 inhibitors, primary screen, cell lysate, luminescence. 0.91% of 290,000 active. inhibition, % at 5.6 µM. Heat shock protein HSP 90 (rabbit reticulocyte lysate; luciferase refolding). Rabbit reticulocyte lysate, luciferase refolding luminescence, 3 h. AID 1789, 2009;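 active means inhibition above the screen-wide mean plus 3 SD, computed separately per campaign, cut at about 16% in these data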;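 further: 0% = DMSO wells and 100% = 60 µM geldanamycin wells; inhibitors lower the luminescence because luciferase stays unfolded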
# IEC-6 tox: cytotoxicity in IEC-6 intestinal epithelial cells, primary screen, cytotoxicity control for KLF5 inhibitor project, cell-based, luminescence; IEC-6 cytotoxicity, luminescence viability; inhibition, % at 5 µM; 0.78% of 290,000 active; AID 1825, 2009; in the data active means inhibition above about 22%;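 further: 0% = plate median of test compound wells and 100% = cytotoxic reference compound wells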
# HSF-1 act: HSF-1 activators, primary screen, NIH3T3-HGL cells, MG132 stress, luminescence, single point; NIH3T3-HGL HSF-1 luciferase reporter, 8 h; 100% = twice DMSO control signal; activation, % at 9 µM; 1.7% of 300,000 active; AID 504408, 2011;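 active means mean replicate activation of at least 50% with a set share of replicates each reaching 50%; inconclusive means only one of those two conditions met; inactive means mean below 50% and too few replicates reaching it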;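 further: 0% = median of the neutral control wells and 100% = twice that signal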
# GSK3B inh: human GSK3beta kinase inhibitors, primary screen, biochemical, cell-free homogeneous, HTS | Glycogen synthase kinase-3 beta (Homo sapiens), P49841 | GST-GSK3beta kinase, ADP-Glo luminescence, 60 min; hits give low values | activity score (negative = inhibition), % at 10 µM | 0.038% of 300,000 active;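 active means more than half of replicate wells score below -50%, meaning over 50% inhibition versus plate controls; inconclusive means some replicates but at most half score below -50%; inactive means no replicate scores below -50%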;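 further: 0% = median DMSO wells and -100% = median GW8510 positive control wells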
# Target sequence (P49841 whole entry, looked up): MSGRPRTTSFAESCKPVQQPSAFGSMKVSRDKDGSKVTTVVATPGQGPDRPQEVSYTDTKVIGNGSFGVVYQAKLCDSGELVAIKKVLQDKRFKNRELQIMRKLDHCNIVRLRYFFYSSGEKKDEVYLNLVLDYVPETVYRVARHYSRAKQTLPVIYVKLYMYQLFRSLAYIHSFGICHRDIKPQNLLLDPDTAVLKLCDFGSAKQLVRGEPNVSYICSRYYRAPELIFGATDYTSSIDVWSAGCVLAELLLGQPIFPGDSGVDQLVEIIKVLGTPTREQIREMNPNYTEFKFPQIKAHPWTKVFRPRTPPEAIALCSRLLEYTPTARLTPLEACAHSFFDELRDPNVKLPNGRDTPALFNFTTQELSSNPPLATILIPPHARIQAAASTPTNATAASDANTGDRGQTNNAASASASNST
#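 Assay system: GST-tagged human GSK3beta kinase, cell-free; Input: 1.6 ng GSK3beta; Medium: Tris/MgCl2 kinase buffer; Timing: 60 min enzyme reaction, room temperature; Signal: ADP-Glo luminescence quantifying ADP generated by kinase; Evaluation: score relative to plate controls; Benchmarks: DMSO neutral wells and GW8510 at 20 µM as positive.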
# Numbers without * were called inactive; ? = inconclusive; / = not tested or not shown. An excerpt, so the mix of outcomes need not match the whole.
SMILES,KLF5 inh,aSyn UTR inh,DYRK1A inh,HSF1 inhib,Platelet DG rel,GSK3A inh,HSP90 refold inh,IEC-6 tox,HSF-1 act,GSK3B inh
O=C1/C(=C\c2ccc(C(F)(F)F)cc2)CSc2sccc21,-31,-20,/,4,9,3,2,-9,24,-2
CS(=O)(=O)N(CC(=O)NCCSCc1ccco1)c1ccc(Cl)cc1,-12,9,/,2,16,1,-1,-8,1,4
CC(C)CNC(=O)CSc1nc2scc(-c3ccccc3)c2c(=O)[nH]1,-55,-34,12,-7,-14,-4,-3,1,6,0
CCOc1cc(/C=N/NC(=O)COc2ccc(C)cc2)ccc1OC(=O)c1cccs1,-23,-17,-4,9,2,-1,-3,-2,33,-2
Cc1ccc(C(=O)OCc2nnc(-c3ccccc3)o2)cc1S(=O)(=O)N1CCOCC1,/,-4,-14,4,7,0,/,/,10,-3
CCCCN(CCCC)CC(O)CN(c1cc([N+](=O)[O-])ccc1OC)S(=O)(=O)c1ccccc1 (stereo not drawn),-29,-24,-5,4,6,0,-1,-2,11,-1
Cc1nn(C(C)C(=O)O)c(=O)c2ccccc12 (stereo not drawn),-29,-11,4,-10,-2,-6,10,-6,-6,1
O=[N+]([O-])c1cccc(CNC2CCCCCC2)c1,-3,26,/,-5,2,-1,-2,-6,15,1
CCC(C)(C)n1nnnc1C(c1cc(OC)ccc1OC)N1CCN(Cc2ccccc2)CC1 (stereo not drawn),-9,-8,-5,-3,-5,0,-1,8,-7,2
O=C(CCS(=O)(=O)c1ccccc1)NCc1ccccc1,-17,6,1,-1,-7,-1,-1,-1,-7,4
CCc1cc(C(=O)N2CCCC(Nc3ccc(F)c(F)c3)C2)n(C)n1 (stereo not drawn),7,-6,5,4,-12,-2,-1,-6,16,-3
O=C(COC(=O)C1CC1)Nc1nc(-c2ccc(F)c(F)c2)cs1,/,-36,/,3,1,-4,/,/,0,1
Cc1cccc(NS(=O)(=O)c2nnc(NC(=O)c3ccc(C)c(C)c3)s2)c1,-5,/,4,/,/,-2,1,-11,/,/
COc1ccc(C2NC(c3ccc(OC)cc3)C([N+](=O)[O-])C(C)(C)C2[N+](=O)[O-])cc1 (stereo not drawn),-21,5,4,1,?,-1,-2,-5,-2,1
Cc1ccc(/C=N/Nc2cc(C)nc(N3CCOCC3)n2)cc1,-2,-17,-5,-3,-7,-1,-1,-4,3,-2
Cc1ccc(Nc2c(-c3ccc(C)o3)nc3cnccn23)cc1,-74,-19,5,26,9,0,0,-6,18,2
Cc1cc(NC(=O)CSc2nc3ccsc3c(=O)n2CCCCC(=O)O)no1,-35,2,-3,-4,-3,1,6,-6,3,1
O=C(NCc1ccccc1F)C1CCCN1S(=O)(=O)c1ccc(Cl)cc1 (stereo not drawn),-23,7,7,-3,5,1,-3,-1,6,0
CC(C)(Oc1ccc(Cl)cc1)C(=O)O,/,-28,8,-6,0,-3,/,/,10,0
Cc1ccc(-n2c([O-])nc(-[n+]3ccccc3)c2C=O)cc1,1,-9,-1,-2,-10,1,-3,-10,2,-1
Cc1cc(N2CCOCC2)nc2ccc(NC(=O)CCC(=O)N3CCN(c4ccc(F)cc4)CC3)cc12,-12,-72,6,2,-6,-2,4,4,15,-2
COC(=O)c1ccc(Oc2ccc3nncn3n2)cc1,-29,32,1,8,-3,1,-3,-2,22,1
Cc1cc(C(=O)N2CCCC(Nc3ccc(C(C)C)cc3)C2)nn1C (stereo not drawn),-7,-2,4,6,-7,1,2,-6,9,7
Cc1ccc(C)c(-n2cc(CN3CCCN(C=O)CC3)c(-c3ccccc3)n2)c1,-4,5,13,-5,10,-1,-3,-1,-19,0
Cc1nn(-c2ccccn2)c2c1C(=O)CC(C)(C)C2Br (stereo not drawn),15,-12,-4,-3,-1,11,-2,1,-5,-24
SMILES,KLF5 inh,aSyn UTR inh,DYRK1A inh,HSF1 inhib,Platelet DG rel,GSK3A inh,HSP90 refold inh,IEC-6 tox,HSF-1 act,GSK3B inh
CCOc1cc(-c2nc(C)c(C(C)=O)n2O)ccc1OCC(=O)Nc1cccc(C)c1,-43,-21,-6,1,4,-1,-2,5,-3,3
Cn1c(=O)c2c(nc(Br)n2CC(=O)c2cccs2)n(C)c1=O,2,3,5,14,-3,-4,-3,-1,34,-4
CN(C)S(=O)(=O)c1ccc(NC(=O)CCNC(=O)c2ccco2)cc1,0,9,-3,-1,-2,0,0,4,0,-2
O=C(c1c[nH]c2ccc(F)cc2c1=O)N1CCCCCC1,-16,10,2,-12,-1,-2,0,-1,6,-2
CN1CCN(C(=O)/C(C#N)=C/c2ccc(F)cc2)CC1,0,-4,-3,-1,11,-4,4,-1,10,-2
O=C(c1ccccc1-c1nc(-c2ccccc2)no1)N1CCCC1,-15,-46,-4,15,7,-5,-4,2,24,0
O=C(NCc1ccncc1)c1cncc(Br)c1,14,-27,2,-5,1,1,0,3,-13,0
COc1ccc(N2CC(C(=O)Nc3ccc(F)cc3F)CC2=O)cc1 (stereo not drawn),0,3,0,-6,8,1,0,-5,0,-1
C[C@H]1C(=O)N(C)CCN1C(=O)c1cccc(OC2CCN(CC(C)(C)C)CC2)c1,-11,9,2,2,-9,0,-4,3,-5,1
COc1cc2[nH]c(=O)n(CCCCCC(=O)N3CCN(c4ccccc4)CC3)c(=O)c2cc1OC,-9,20,-1,-9,-7,6,-1,0,16,-3
CCN(C(=O)CSc1nc2ccccc2o1)C1CCS(=O)(=O)C1 (stereo not drawn),/,-6,7,14,14,1,/,/,13,2
COC(=O)C1CCN(C(=O)c2ccccc2NC(C)=O)CC1,-36,0,-3,0,-4,-1,-1,-1,9,2
C=CCn1c(-c2ccccc2)nc2nc3ccccc3nc21,3,16,3,4,-7,-1,-3,-1,9,-25
CC(=O)n1nc(-c2cccc(C)c2)nc1SCC(=O)Nc1ccccc1,-33,-9,7,1,5,-1,-1,-4,-3,-2
CC1(c2nnc(-c3ccccc3)o2)CC(c2ccncc2)=NO1 (stereo not drawn),/,1,5,-3,-5,9,/,/,-7,0
CCOC(=O)CSc1nc2c(sc3ccc([N+](=O)[O-])cc32)c(=O)n1Cc1ccco1,-8,12,-1,162,12,-2,-4,-4,254*,-4
c1ccc(OCc2nn3c(-c4ccncc4)nnc3s2)cc1,-26,-19,-2,-1,2,-1,-1,-3,-7,-1
C=C(C)CN(CC)C(=O)CN1C(=O)NC2(CCCc3ccccc32)C1=O (stereo not drawn),-3,2,-2,1,-2,-1,2,4,8,-1
Cn1c(CN2CCOCC2)nnc1SCC(N)=O,-34,15,0,-8,-4,-3,0,0,-2,0
COc1cc(OC)c2ccc(=O)oc2c1C(CCN1CCCC(C)C1)c1ccc2c(c1)OCO2 (stereo not drawn),/,-18,10,1,-2,3,/,/,-1,2
COc1cccc(/C=N/N2C(=O)CSC2=S)c1O,-4,-15,12,-4,11,4,6,1,3,-2
NS(=O)(=O)c1ccc(N2N=C(c3ccccc3)CC2c2cccc(F)c2)cc1 (stereo not drawn),-25,11,-9,13,-12,-2,0,-4,25,2
COC(=O)c1[nH]c2c(c1C)C(=O)CC(c1ccc(C)cc1)C2 (stereo not drawn),-17,-4,1,2,0,1,1,5,-10,0
Cc1ccc(CC(=O)Nc2nccs2)cc1,2,-27,14,-3,-2,5,-5,2,-5,4
NC(=O)C1CCN(c2ccc([N+](=O)[O-])cc2Cl)CC1,-10,19,/,-6,-3,-6,0,-1,-14,0
SMILES,KLF5 inh,aSyn UTR inh,DYRK1A inh,HSF1 inhib,Platelet DG rel,GSK3A inh,HSP90 refold inh,IEC-6 tox,HSF-1 act,GSK3B inh
Cc1cc2ccccc2n1CCNCc1c(C(=O)N2CCOCC2)nc2ccccn12,-30,-3,-3,-12,-3,1,-1,0,-4,-1
CC1CCN(CCC(=O)Nc2ccc3c(c2)OCCO3)CC1,-18,-20,/,-5,4,-3,6,1,-9,3
COc1ccc(C(=S)N2CCC(C(N)=O)CC2)cc1Br,-18,3,1,5,0,3,-4,-6,14,-3
Cc1ccc(-n2[nH]c(C)c(C=Nc3ccc(C)cn3)c2=O)cc1,-26,-26,0,7,-6,0,1,9,-2,0
Cc1ccc(S(=O)(=O)N2CCC(NC(=O)c3cccc(F)c3)CC2)cc1,-33,30,13,-5,-11,-1,-4,4,13,0
OCC1OC(n2cnc3ccccc32)CC1O (stereo not drawn),-5,10,2,-9,36,-1,2,-2,-4,-3
CC(=O)Nc1ccc(NC(=O)Oc2ccccc2)cc1,-7,-13,3,4,6,-3,1,-13,-5,2
COc1c(/C=N/Nc2ccc([N+](=O)[O-])cc2[N+](=O)[O-])c(C)nn1-c1ccccc1,-10,7,4,0,4,0,0,-3,-14,-1
O=C(c1ccccc1)c1ccc2c(c1)OCCCO2,-168,-64,0,14,0,0,8,3,19,0
Cc1ccc(C)c(CSc2nnc([C@@H]3CCCN3)o2)c1,-42,-9,0,5,21,-3,-1,2,-5,0
COc1ccc(C(=O)Nc2cccc([N+](=O)[O-])c2)cc1Br,-1,-85,-4,9,5,-1,0,3,4,6
CCCCOc1ccc(N2C(=O)CC(NCc3ccncc3)C2=O)cc1 (stereo not drawn),13,4,-3,2,-1,1,3,-1,6,0
COc1ccc(C(=O)CC(=O)c2ccccc2O)cc1,-230,-218,3,20,0,2,-2,-1,28,-1
Oc1ccccc1-c1nc(NC2CCCC2)c2ccccc2n1,-26,13,-3,-7,6,0,3,-5,-7,-2
CC(=O)N1CCN(c2nc3cc4c(cc3nc2NS(=O)(=O)c2ccccc2)OCCO4)CC1,-23,27,-4,4,3,-2,0,-4,22,2
COc1ccc(C(=O)O)cc1S(=O)(=O)N1CCCc2ccccc21,-37,7,-1,4,1,-3,2,0,8,5
CCCCc1cc(=O)oc2cc(C)cc(OCC(=O)NCCN3CCOCC3)c12,-15,-1,-3,7,40,3,-1,-2,36,-1
CCOC(=O)c1c(NC(=O)Cn2ccsc2=N)sc(C)c1C,-21,-1,-2,-1,4,0,1,-7,29,0
S=C(Nc1cccc(Cl)c1Cl)Nn1cnnc1,-11,-32,10,8,1,-1,0,-4,7,0
Cc1ccc(C(=O)NCc2ccccc2F)cc1S(=O)(=O)N1CCCC1,6,-3,-3,-1,-10,-3,-3,-5,2,-2
Cc1ccc(/C=C/C(=O)NCC2COc3ccccc3O2)o1 (stereo not drawn),-15,10,-3,-2,0,-5,1,-4,-17,0
